BioA inh: inhibitors of Mycobacterium tuberculosis BioA enzyme. hit rate 0.096% among 360,000. purified M. tuberculosis BioA enzyme, plate reader. inhibition, % at 9.99 µM; in the data active = inhibition above about 40%
An asterisk follows results filed as active. Only part of the results is shown; count on the stated rates, not on these rows.

SMILES	BioA inh
CO[C@@H](CN(C)S(=O)(=O)c1cccc(Cl)c1)[C@@H](C)CN(C(=O)Nc1ccccc1F)[C@H](C)CO	8.2
CCS(=O)(=O)NCC[C@H]1CC[C@@H](NS(=O)(=O)c2ccccc2C)[C@H](CO)O1	3.4
C[C@@H](O)C#Cc1cnc2c(c1)C(=O)N([C@@H](C)CO)C[C@H](C)[C@@H](CN(C)C(=O)c1ccncc1)O2	-0.9
Cc1noc(C)c1NC(=O)N(C)C[C@@H]1OCCCC[C@@H](C)Oc2ccc(NC(=O)Cc3ccccc3)cc2C(=O)N([C@H](C)CO)C[C@@H]1C	-4.2
C[C@@H]1CCCCO[C@@H](CN(C)Cc2ccc(Cl)c(Cl)c2)[C@H](C)CN([C@@H](C)CO)C(=O)c2cc(NC(=O)Nc3ccccc3)ccc2O1	-1.4
CS(=O)(=O)N1[C@@H]2Cn3c(ccc(-c4ccccc4)c3=O)[C@H]1[C@@H](C(=O)NCC1CC1)[C@@H]2CO	-0.7
CC(C)NC(=O)N(C)C[C@@H]1OCCCC[C@@H](C)Oc2ccc(NS(=O)(=O)c3ccccc3)cc2C(=O)N([C@@H](C)CO)C[C@H]1C	-2.1
Cc1ccccc1-c1cnc2c(c1)C(=O)N([C@H](C)CO)C[C@H](C)[C@H](CN(C)CC1CCOCC1)O2	-1.0
C[C@@H]1CN([C@H](C)CO)C(=O)c2cc(NC(=O)C3CC3)ccc2O[C@@H]1CN(C)Cc1ccc2c(c1)OCO2	3.4
N#C[C@H]1[C@H](c2ccccc2)[C@@H](CO)N1S(=O)(=O)c1cccc(F)c1	-0.3
CO[C@H]1CN(C)C(=O)c2ccc(NC(=O)C3CCC3)cc2OC[C@H](C)N(Cc2cccnc2)C[C@H]1C	3.0
C[C@H](O)C#Cc1ccc2c(c1)O[C@H](CN(C)Cc1ccncc1)[C@@H](C)CN([C@H](C)CO)S2(=O)=O	0.7
CO[C@@H](C(=O)N(C)C[C@H]1OCc2ccccc2-c2ccccc2C(=O)N([C@@H](C)CO)C[C@@H]1C)c1ccccc1	-1.4
Cc1ccc(S(=O)(=O)N(C)C[C@@H]2OCCCC[C@@H](C)Oc3ccc(NC(=O)CCCCCC(=O)Nc4ccccc4N)cc3C(=O)N([C@H](C)CO)C[C@@H]2C)cc1	0.5
C[C@@H]1CN([C@@H](C)CO)S(=O)(=O)c2ccc(-c3cncnc3)cc2O[C@H]1CN(C)C(=O)C1CCCCC1	-3.6
C[C@@H]1CN([C@@H](C)CO)C(=O)c2cc(-c3ccc(F)cc3)cnc2O[C@H]1CN(C)C(=O)CN(C)C	2.3
Cc1ccccc1S(=O)(=O)N[C@H]1CC[C@@H](CCn2cc(Cc3ccccc3)nn2)O[C@H]1CO	0.3
O=C(C[C@@H]1CC[C@H]2[C@@H](COC[C@H](O)CN2S(=O)(=O)c2cccc(Cl)c2)O1)Nc1ccccc1	2.6
CO[C@H]1CN(C)C(=O)c2cc(NC(=O)NC(C)C)ccc2OC[C@H](C)N(C(=O)CN(C)C)C[C@H]1C	-2.2
COC(=O)C[C@H]1CC[C@H]2[C@H](COc3ccc(NC(=O)Nc4cccc(F)c4)cc3C(=O)N2C)O1	14

An excerpt of these results, with each value named.
C[C@@H]1CN([C@H](C)CO)C(=O)c2cc(NC(=O)C3CC3)ccc2O[C@@H]1CN(C)Cc1ccc2c(c1)OCO2
  BioA inh: 3.4
N#C[C@H]1[C@H](c2ccccc2)[C@@H](CO)N1S(=O)(=O)c1cccc(F)c1
  BioA inh: -0.3
CO[C@H]1CN(C)C(=O)c2ccc(NC(=O)C3CCC3)cc2OC[C@H](C)N(Cc2cccnc2)C[C@H]1C
  BioA inh: 3.0
C[C@H](O)C#Cc1ccc2c(c1)O[C@H](CN(C)Cc1ccncc1)[C@@H](C)CN([C@H](C)CO)S2(=O)=O
  BioA inh: 0.7

New compounds follow
SMILES	BioA inh
C[C@@H]1CCCCO[C@@H](CN(C)S(=O)(=O)c2ccc(Cl)cc2)[C@@H](C)CN([C@H](C)CO)C(=O)c2cc(NC(=O)Nc3ccc4c(c3)OCO4)ccc2O1	-3.3
C[C@@H]1CN([C@H](C)CO)S(=O)(=O)c2ccc(-c3ccncc3)cc2O[C@@H]1CN(C)CC1CC1	1.5
Cc1noc(C)c1NC(=O)N(C)C[C@H]1Oc2ccc(NC(=O)CCCCCC(=O)Nc3ccccc3N)cc2C(=O)N([C@@H](C)CO)C[C@@H]1C	1.2
C[C@@H]1CN([C@@H](C)CO)C(=O)c2cc(C#CCN(C)C)cnc2O[C@@H]1CN(C)C(=O)c1ccc2c(c1)OCO2	-1.0
C[C@@H]1CN([C@@H](C)CO)C(=O)c2cc(NC(=O)c3ccncc3)ccc2O[C@@H](C)CCCCO[C@@H]1CN(C)C(=O)Nc1ccccc1	-1.2
CN1c2ccc(-c3ccccc3)cc2[C@H]2[C@H](CCN2C(=O)c2ccncc2)[C@H]1CO	18
CO[C@@H]1CN(C)C(=O)c2ccc(NS(=O)(=O)c3ccc(Oc4ccccc4)cc3)cc2OC[C@H](C)NC[C@H]1C	-2.7
CN1c2ccc(-c3cccc(C#N)c3)cc2[C@@H]2[C@@H](CCN2C(=O)Cc2ccccn2)[C@H]1CO	-0.6
CC(C)NC(=O)N[C@@H]1C=C[C@@H](CC(=O)N2CCCCC2)O[C@@H]1CO	2.8
CCc1csc(N2[C@@H](C#N)[C@@H](c3ccc(C4=CCCC4)cc3)[C@@H]2CO)n1	-0.1
COc1ccc(S(=O)(=O)N(C)C[C@H]2OCCCC[C@H](C)Oc3ccc(NC(=O)NC(C)C)cc3C(=O)N([C@H](C)CO)C[C@H]2C)cc1	-0.6
COc1ccc(NC(=O)Nc2ccc3c(c2)CC(=O)N([C@H](C)CO)C[C@@H](C)[C@H](CN(C)CC2CCCCC2)O3)cc1	-2.1
C[C@H]1CN([C@@H](C)CO)S(=O)(=O)c2ccc(-c3cccc(C#N)c3)cc2O[C@H]1CN(C)C(=O)c1ccc(F)cc1	1.1
CC(C)NC(=O)Nc1ccc2c(c1)C(=O)N([C@@H](C)CO)C[C@@H](C)[C@@H](CN(C)C(=O)NC1CCCCC1)OCCCC[C@@H](C)O2	-3.5
CC(C)CC#Cc1cnc2c(c1)C(=O)N([C@@H](C)CO)C[C@H](C)[C@@H](CN(C)C(=O)CN1CCOCC1)O2	-0.4
Cc1cc(C)cc(NC(=O)Nc2ccc3c(c2)C(=O)N(C)[C@@H]2CC[C@H](CC(=O)O)O[C@@H]2CO3)c1	12
CC(C)C#Cc1ccc2c(c1)O[C@H](CN(C)Cc1ccncc1)[C@@H](C)CN([C@@H](C)CO)S2(=O)=O	1.2
C=CCN1Cc2ccccc2[C@@H]2OC(c3ccc(OCCCO)cc3)=N[C@]2(CCS(=O)(=O)c2ccccc2)C1=O	-1.8
COc1ccc(S(=O)(=O)N(C)C[C@H]2OCCCC[C@@H](C)Oc3ccc(NS(=O)(=O)c4ccc(F)cc4)cc3C(=O)N([C@@H](C)CO)C[C@H]2C)cc1	1.2
CN1C(=O)c2cc(NC(=O)c3cccs3)ccc2OC[C@@H]2O[C@@H](CC(=O)N3CCOCC3)CC[C@@H]21	0.5
N#C[C@@H]1[C@H](c2ccc(C3=CCCCC3)cc2)[C@H](CO)N1S(=O)(=O)c1cccc(F)c1	-5.2
C[C@@H]1CN([C@H](C)CO)C(=O)Cc2cc(NS(C)(=O)=O)ccc2O[C@H]1CN(C)C(=O)Nc1ccc2c(c1)OCO2	-1.7
O=C(C[C@@H]1C[C@H]2c3cc(NS(=O)(=O)c4ccc(F)cc4)ccc3O[C@H]2[C@H](CO)O1)N1CCOCC1	-0.7
C[C@@H]1CN([C@H](C)CO)C(=O)c2cc(NC(=O)CCN3CCOCC3)ccc2O[C@H]1CN(C)C(=O)Nc1ccc(C(F)(F)F)cc1	-0.9
O=C(C[C@H]1CC[C@@H]2[C@H](COC[C@@H](O)CN2C(=O)Nc2cc(Cl)cc(Cl)c2)O1)N1CCCCC1	1.8
C[C@H]1CN([C@@H](C)CO)C(=O)Cc2cc(NC(=O)NC3CCCCC3)ccc2O[C@H]1CN(C)Cc1ccc(-c2ccccc2)cc1	-2.5
CO[C@@H]1CN(C)C(=O)c2cc(NC(C)=O)ccc2OC[C@@H](C)N(C(=O)C2CCC2)C[C@H]1C	-2.1
C[C@@H]1CN([C@@H](C)CO)C(=O)c2cc(C3=CCCCC3)cnc2O[C@@H]1CN(C)Cc1ccc(C(=O)O)cc1	-3.2
CCC(=O)Nc1ccc2c(c1)OC[C@H](C)N(C(=O)CC1CC1)C[C@H](C)[C@H](OC)CN(C)C2=O	-7.2
CO[C@H]1CN(C)C(=O)c2cc(NC(=O)C3CCCCC3)ccc2OC[C@@H](C)N(C)C[C@H]1C	0.5
O=S(=O)(c1ccc(F)cc1)N1CC[C@@H]2[C@@H](CO)Nc3ccc(-c4ccccc4F)cc3[C@@H]21	0.1
C[C@H](CO)N1C[C@H](C)[C@H](CN(C)S(=O)(=O)c2cccs2)Oc2ccc(NC(=O)Nc3cccc4ccccc34)cc2C1=O	-1.3
COCCNC(=O)C[C@H]1CC[C@@H]2[C@H](COc3ccc(NC(=O)C4CCCC4)cc3C(=O)N2C)O1	-3.6
COc1ccc(CN(C)C[C@H]2OCCCC[C@@H](C)Oc3ccc(NC(=O)Nc4ccccc4)cc3C(=O)N([C@@H](C)CO)C[C@@H]2C)cc1	0.5
CCCN(C)C[C@H]1OCCCC[C@H](C)Oc2ccc(NS(=O)(=O)c3ccc(C)cc3)cc2C(=O)N([C@@H](C)CO)C[C@@H]1C	0.8
O=C(O)C[C@H]1C[C@@H]2c3cc(NS(=O)(=O)c4ccccc4)ccc3O[C@@H]2[C@H](CO)O1	6.6
C[C@H](CO)N1C[C@H](C)[C@H](CN(C)C(=O)Nc2ccc(F)cc2)OCc2ccccc2-c2ccccc2C1=O	-0.5
CC(C)NC(=O)Nc1ccc2c(c1)C(=O)N([C@H](C)CO)C[C@H](C)[C@@H](CN(C)C(=O)CCC(F)(F)F)OCCCC[C@@H](C)O2	-1.3
C[C@@H]1CN([C@@H](C)CO)C(=O)c2cc(NS(=O)(=O)c3ccc(Cl)cc3)ccc2O[C@H]1CN(C)CC1CCCCC1	0.7
COCC(=O)Nc1ccc2c(c1)C(=O)N(C)C[C@@H](OC)[C@H](C)CN(CC1CC1)[C@H](C)CO2	1.1
C[C@@H]1CCCCO[C@@H](CN(C)Cc2ccc(C(=O)O)cc2)[C@@H](C)CN([C@H](C)CO)C(=O)c2cc(NC(=O)NC3CCCCC3)ccc2O1	0.6
COCC(=O)Nc1ccc2c(c1)C(=O)N(C)[C@H]1CC[C@H](CC(=O)O)O[C@H]1CO2	9.2
COc1ccc(NC(=O)Nc2ccc3c(c2)CC(=O)N([C@H](C)CO)C[C@H](C)[C@H](CN(C)C(=O)Nc2ccc4c(c2)OCO4)O3)cc1	1.6
C[C@H]1CN([C@@H](C)CO)C(=O)c2cc(NS(=O)(=O)c3ccccc3)ccc2O[C@H]1CN(C)Cc1ccncc1	5.3
C[C@H](CO)N1C[C@H](C)[C@@H](CN(C)Cc2ccc(F)cc2)Oc2ncc(-c3ccccc3F)cc2C1=O	-1.6
C[C@H]1CN([C@@H](C)CO)C(=O)c2cccc(N(C)C)c2O[C@H]1CN(C)C(=O)Nc1ccc(F)cc1	-1.0
C[C@@H]1CN([C@H](C)CO)C(=O)c2cccc(NC(=O)C3CC3)c2O[C@@H]1CN(C)CC1CCCCC1	-3.9
COc1ccccc1S(=O)(=O)N1CC[C@@H]2[C@H]1c1cc(-c3ccc(F)cc3)ccc1N[C@@H]2CO	12
CC(C)(O)C#Cc1ccc([C@H]2[C@H]3CN(Cc4ccccc4F)CCCCN3[C@H]2CO)cc1	3.3
O=C(Cc1ccccn1)N[C@H]1CC[C@H](CC(=O)N2CCCCC2)O[C@H]1CO	0.0
COc1ccc(NC(=O)Nc2cccc3c2O[C@H](CN(C)S(=O)(=O)c2cn(C)cn2)[C@H](C)CN([C@@H](C)CO)C3=O)cc1	1.8
C[C@@H]1CN([C@H](C)CO)S(=O)(=O)c2ccc(-c3cccnc3)cc2O[C@H]1CN(C)C(=O)NC1CCCCC1	-0.1
C[C@@H]1CN([C@H](C)CO)C(=O)c2cc(NC(=O)Nc3ccc(F)cc3)ccc2O[C@H]1CN(C)S(=O)(=O)c1cccs1	2.3
CN1CCN(C(=O)C[C@@H]2CC[C@@H]3[C@@H](COc4ccc(NC(=O)c5ccc(F)c(F)c5)cc4C(=O)N3C)O2)CC1	6.3
Cc1cc(C(=O)Nc2cccc3c2O[C@H](CN(C)S(=O)(=O)c2cn(C)cn2)[C@@H](C)CN([C@@H](C)CO)C3=O)n(C)n1	-0.5
C[C@@H]1CN([C@@H](C)CO)C(=O)Cc2cc(NC(=O)Cc3ccccc3)ccc2O[C@H]1CN(C)Cc1ccc(Oc2ccccc2)cc1	-0.9
Cc1noc(C)c1NC(=O)Nc1ccc2c(c1)CC(=O)N([C@@H](C)CO)C[C@@H](C)[C@@H](CN(C)S(C)(=O)=O)O2	-2.7
O=C(Cc1ccccc1)N[C@H]1C=C[C@@H](CC(=O)N2CCOCC2)O[C@H]1CO	-2.7
CN1CCCCN2[C@H](CO)[C@H](c3ccc(-c4ccccc4)cc3)[C@H]2C1	3.2
COCC(=O)Nc1ccc2c(c1)C(=O)N(C)[C@@H]1CC[C@@H](CC(=O)NCc3ccccc3Cl)O[C@@H]1CO2	0.8

Screening results deposited in PubChem BioAssay by Broad Institute.
